OXTR ag = activates the human oxytocin receptor. P30559. CHO-OTR cells, Fluo-8 calcium fluorescence; normalized: DMSO 0%, oxytocin 100%. activation, % at 3 µM. hit rate 0.32% among 320,000;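 active = activation above the mean of all tested compounds plus 3 SD, cutoff set per screening run, cut at about 20% in these data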;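 also: peak over basal fluorescence ratio from a 100 s FLIPR kinetic read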
Target sequence (P30559 whole entry, looked up): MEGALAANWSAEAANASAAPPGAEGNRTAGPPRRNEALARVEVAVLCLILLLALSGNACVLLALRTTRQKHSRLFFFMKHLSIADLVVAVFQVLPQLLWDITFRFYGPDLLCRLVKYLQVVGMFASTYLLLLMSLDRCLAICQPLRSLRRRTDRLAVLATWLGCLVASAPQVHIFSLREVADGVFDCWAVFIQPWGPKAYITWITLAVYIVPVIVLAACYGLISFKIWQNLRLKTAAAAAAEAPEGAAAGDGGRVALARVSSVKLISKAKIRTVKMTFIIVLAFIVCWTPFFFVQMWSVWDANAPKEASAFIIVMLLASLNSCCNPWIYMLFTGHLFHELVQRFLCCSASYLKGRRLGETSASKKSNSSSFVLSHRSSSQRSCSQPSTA
V1R ag counter = activates human V1a receptor in oxytocin agonist counter-screen; P37288; CHO-V1R cells, Fluo-8 calcium fluorescence, agonist mode; 0% DMSO, 100% 3 nM vasopressin; activation, % at 3 µM; hit rate 0.25% among 320,000; AID 2797;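 active = activation above the mean activation of all tested compounds plus 3 SD, per screening run, cut at about 20% in these data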;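 also: signal is peak over basal fluorescence ratio across a 100 second FLIPR read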
GalR3 antagonist = blocks the human galanin receptor 3 | HEK293 GalR3-CNG cAMP membrane potential fluorescence; galR3 body fused to GalR1 C-terminus | inhibition, % at 3 µM | O60755 | hit rate 0.44% among 360,000;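 active = inhibition above the screen-wide average plus 3 SD, cut at about 13% in these data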;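 also: forskolin and galanin both at EC90 stimulate the cells; cAMP rise reported by CNG channel membrane potential dye signal; 0% = forskolin plus galanin with DMSO and 100% = forskolin alone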
Target sequence (O60755 1-299 limits assumed): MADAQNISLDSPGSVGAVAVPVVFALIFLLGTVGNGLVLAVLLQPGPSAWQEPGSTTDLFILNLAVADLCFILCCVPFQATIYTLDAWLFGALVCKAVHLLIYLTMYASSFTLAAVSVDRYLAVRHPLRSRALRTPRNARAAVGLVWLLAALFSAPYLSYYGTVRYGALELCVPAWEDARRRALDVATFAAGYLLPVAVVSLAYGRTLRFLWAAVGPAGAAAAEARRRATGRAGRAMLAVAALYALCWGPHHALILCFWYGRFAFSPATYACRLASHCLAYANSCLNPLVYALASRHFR
Numbers without * were called inactive. An excerpt, so the mix of outcomes need not match the whole.

SMILES	OXTR ag	V1R ag counter	GalR3 antagonist
Clc1ccc(C(Cn2ccnc2)OCc2csc3c(Cl)cccc23)c(Cl)c1 (configuration not stated)	0.8	1.3	-4
Nc1ccccc1C(=O)OCCc1ccccc1	-2.7	-0.3	-1
CCCNC(=O)N1[C@H]2CC[C@@H]1C(C(=O)OC)=C(c1ccc(F)cc1F)C2	0.1	-0.2	-3
COc1ccc(NC(=O)CN(C)C(=O)CSC(c2ccccc2)c2ccccc2)cc1	-1.6	-0.4	-1
COC(=O)C1=C(c2ccccc2OCc2ccccc2)C[C@@H]2CC[C@H]1N2C(=O)NCCOc1ccccc1Cl	1.3	2.6	-8
COC(=O)C1=C(c2ccc(OC)c(OC)c2)C[C@@H]2CC[C@H]1N2C(=O)NC1CC1	1.4	-0.5	15*
C#C[C@]1(O)CCC2C3C(CC[C@@]21C)[C@@]1(C)CC[C@@H](O)CC1=C[C@H]3O (some centres not stated)	1.4	0.3	-6
N#CC(C#N)=Cc1ccc(O)c(O)c1	-0.5	1.0	-1
CC1[C@H]2Cc3ccc(O)cc3[C@]1(C)CCN2CCc1ccccc1 (some centres not stated)	4.1	1.7	-3
Brc1ccc(-[n+]2c(-c3ccccc3)cc(-c3ccccc3)cc2-c2ccccc2)cc1	0.8	-1.3	-12

2 of the compounds above, with bars between the fields:
SMILES | OXTR ag | V1R ag counter | GalR3 antagonist
C#C[C@]1(O)CCC2C3C(CC[C@@]21C)[C@@]1(C)CC[C@@H](O)CC1=C[C@H]3O (some centres not stated) | 1.4 | 0.3 | -6
CCCNC(=O)N1[C@H]2CC[C@@H]1C(C(=O)OC)=C(c1ccc(F)cc1F)C2 | 0.1 | -0.2 | -3

(cont.)
SMILES	OXTR ag	V1R ag counter	GalR3 antagonist
CN1C(=O)NC(=O)C(C)(C2=CCCCC2)C1=O (configuration not stated)	-0.9	0.9	-5
CC1C2Cc3ccc(O)cc3[C@]1(C)CCN2CCc1ccccc1 (some centres not stated)	4.0	2.0	-4
COC(=O)C1=C(c2ccc(C(C)=O)cc2)C[C@@H]2CC[C@H]1N2C(=O)NCCCOC(C)C	0.4	1.1	-3
CC(Cc1ccccc1)NCCC(c1ccccc1)c1ccccc1 (configuration not stated)	24*	8.9	-6
Cc1ccc(OC(F)F)c(N2C(=O)C3C4CCC(O4)C3C2=O)c1 (configuration not stated)	-0.6	-0.7	-3
CC(=O)OC1C=CC2[C@H]3Cc4ccc(O)c5c4[C@@]2(CCN3C)C1O5 (some centres not stated)	0.2	-0.2	-2
CCC(=O)c1ccc(OCC(=O)N2CCN(CC(=O)Nc3ccc(C)cc3)CC2)cc1	3.0	2.8	-6
NC(N)=Nc1ccc2[nH]c3c(c2c1)C[C@@]1(O)[C@H]2Cc4ccc(O)c5c4[C@@]1(CCN2CC1CC1)C3O5 (some centres not stated)	2.0	1.0	-1
COc1cc2c(c(OC)c1OC)-c1ccc(O)cc1[C@@H](NC(C)=O)CC2	-0.4	1.1	4
NCC(O)c1cc(O)c(O)cc1F (configuration not stated)	-0.7	0.6	0
COC(=O)C1=C(c2c(C)noc2C)C[C@@H]2CC[C@H]1N2C(=O)NCC1CC1	0.7	0.8	-7
COC(=O)C1=C(c2c(C)noc2C)C[C@@H]2CC[C@H]1N2C(=O)N1CCCC1	1.0	1.0	5
Nc1c(Br)cc([N+](=O)[O-])cc1[N+](=O)[O-]	-0.2	0.4	4
COC1=CC2[C@@H]3Cc4ccc(OC)c(O)c4[C@]2(CCN3C)CC1=O (some centres not stated)	0.5	2.1	0
C[C@]12C[C@@H](O)[C@H](O)CC1=CCC1C2CC[C@@]2(C)C1CC[C@@H]2O (some centres not stated)	1.7	1.6	-1
COc1ccc2c(c1)[nH]c1c(C)nccc12	1.0	0.6	-4
COc1ccc2[nH]c3c(c2c1)CCN=C3C	-0.1	0.0	-3
Clc1ccc(C(OCCN2CCCCC2)c2ccccc2)cc1 (configuration not stated)	3.1	3.7	-6
COC(=O)C1=C(c2ccc(Cl)c(C(F)(F)F)c2)C[C@@H]2CC[C@H]1N2C(=O)NCc1cc(C)oc1C(F)(F)F	-0.8	1.4	-4
COC12CCC3(CC1C(C)(O)C(C)(C)C)[C@H]1Cc4ccc(O)c5c4[C@@]3(CCN1CC1CC1)C2O5 (some centres not stated)	-1.6	-0.5	0
O=c1ccc2cc(OC3O[C@H](CO)[C@@H](O)[C@H](O)[C@H]3O)c(O)cc2o1 (some centres not stated)	1.3	-0.1	-3
COC(=O)C1=C(c2ccc(OC)c(OC)c2)C[C@@H]2CC[C@H]1N2C(=O)NCCOc1ccc(OC)cc1	0.2	-0.4	-6
C[N+]1(C)C2CC[C@H]1CC(OC(=O)C(CO)c1ccccc1)C2 (some centres not stated)	0.7	0.7	-4
COc1ccc2[nH]c(C)c(CCNCc3cn(C)c4ccccc34)c2c1	19	11	-9
CCC(=O)c1ccc(OCC(=O)N2CCN(CC(=O)Nc3ccccc3C(F)(F)F)CC2)cc1	5.3	8.5	-8
O=[N+]([O-])c1ccccc1Cl	-0.1	0.8	-1
C1=CC(Cc2cncs2)c2ccccc21 (configuration not stated)	-0.6	-0.3	-4
Nc1cc(Cl)cc(C(=O)O)c1Cl	0.2	0.2	-1
O=C(O)c1ccc(-[n+]2c(-c3ccccc3)cc(-c3ccccc3)cc2-c2ccccc2)cc1	0.1	0.1	0
COC(=O)C1=C(c2ccc(-c3ccccc3)c(F)c2)C[C@@H]2CC[C@H]1N2C(=O)N1CCc2cc(OC)c(OC)cc2C1	-0.7	0.3	-7

One compound at a time, from the list above:
Profile of COc1ccc2[nH]c(C)c(CCNCc3cn(C)c4ccccc34)c2c1 → OXTR ag: 19; V1R ag counter: 11; GalR3 antagonist: -9
Profile of C1=CC(Cc2cncs2)c2ccccc21 (configuration not stated) → OXTR ag: -0.6; V1R ag counter: -0.3; GalR3 antagonist: -4
Profile of C[N+]1(C)C2CC[C@H]1CC(OC(=O)C(CO)c1ccccc1)C2 (some centres not stated) → OXTR ag: 0.7; V1R ag counter: 0.7; GalR3 antagonist: -4

More compounds follow:
SMILES	OXTR ag	V1R ag counter	GalR3 antagonist
COc1ccc2c(c1OC)C(=O)O[C@H]2[C@@H]1c2cc3c(cc2CCN1C)OCO3	-0.2	1.2	-1
CO[C@H]1C=C2CCN(C)[C@H]2C2c3cc4c(cc3C(=O)O[C@@H]21)OCO4 (some centres not stated)	0.7	-0.3	-1
Cc1ccc(-c2cc(-c3ccccc3)cc(-c3ccccc3)[n+]2-c2ccc(C(=O)O)cc2)cc1	0.9	1.6	-8
COc1ccc2c(c1O)C13CCN(C)C(C2)C1CCC(=O)C3 (configuration not stated)	0.5	-0.2	-2
CCCN(CCC)C1CCc2ccc(O)cc2C1 (configuration not stated)	1.9	1.4	-4
Cn1cc(C(=O)OCC(=O)Nc2ccccc2)c2ccccc21	2.5	3.7	-5
COc1cc2c(c(OC)c1OC)-c1ccc(O)c(=O)cc1[C@@H](NC(C)=O)CC2	0.9	1.7	-2
Cn1c(N)c(C(=O)COC(=O)Cc2ccccc2)c(=O)n(C)c1=O	2.0	1.3	5
COC(=O)C1=C(c2ccccc2OCc2ccccc2)C[C@@H]2CC[C@H]1N2C(=O)NCCN1CCOCC1	0.5	-0.9	-7
COC(=O)C1=C(c2cccc(C#N)c2)C[C@@H]2CC[C@H]1N2C(=O)NCc1ccco1	0.5	3.9	-7
CCCCOC(=O)c1ccccc1C(=O)OCc1ccccc1	-1.9	-1.3	1
COC(=O)C1=C(c2ccc(OC)c(OC)c2)C[C@@H]2CC[C@H]1N2C(=O)NCCc1ccccc1	-1.3	-0.4	-3
O=[N+]([O-])c1cc(Cl)c(Cl)cc1Cl	0.8	0.4	1
Cc1ccc(S(=O)(=O)c2nc(-c3ccccc3Cl)oc2N(C)C2CCN(C)CC2)cc1	10	5.3	-8
O=S1(=O)N(CCN2CC=C(c3c[nH]c4cc(F)ccc34)CC2)c2cccc3c2N1CCC3	0.1	-0.5	-2
Cc1ccccc1N	0.5	1.1	-1
C[N+](C)(N)CCOC(=O)C(O)(c1ccccc1)C1CCCCC1 (configuration not stated)	1.3	0.4	-2
Cn1cc(C(=O)OCC(=O)N2CCCCC2)c2ccccc21	0.1	0.5	-5
C[C@]12CCC3C(CC[C@H]4C[C@@H](O)CC[C@]34C)C1C[C@@H](Br)[C@H]2O (some centres not stated)	1.1	2.4	-5
CCCCCCCCn1sccc1=O	-1.5	3.5	-5
COC(=O)C1=C(c2ccc(OC(F)(F)F)cc2)C[C@@H]2CC[C@H]1N2C(=O)NCCOc1ccc(OC)cc1	-0.3	2.6	-11
Oc1ccc(Cl)c(Cl)c1	11	8.9	-3
CC(C)=CCN1CC[C@@]2(C)c3cc(O)ccc3C[C@@H]1C2C (some centres not stated)	0.8	1.8	-3
COC(=O)C1=C(c2ccc(F)cc2OCc2ccccc2)C[C@@H]2CC[C@H]1N2C(=O)NCc1ccco1	-1.8	-0.6	-4
COC(=O)C1=C(c2ccc(OC(F)(F)F)cc2)C[C@@H]2CC[C@H]1N2C(=O)N1CCCC1	1.2	1.9	-6
C[N+]1(C)C2CC(OC(=O)[C@H](CO)c3ccccc3)CC1C1OC12 (some centres not stated)	-0.8	1.3	-4
COC(=O)C1=C(c2ccc(-c3ccccc3)c(F)c2)C[C@@H]2CC[C@H]1N2C(=O)N1CCOCC1	4.5	4.4	-1
COc1ccccc1NC(=O)COC(=O)c1cn(C)c2ccccc12	-0.7	0.5	-5
COCCN(C(=O)COC(=O)Cc1ccccc1)c1c(N)n(Cc2ccccc2)c(=O)[nH]c1=O	0.6	-0.6	-2
C=CCOC(=O)c1ccccc1N	-0.6	-0.1	4
C1CCC(NC2CCCCC2)CC1	0.9	1.1	6
COc1cc2c3cc1Oc1c(OC)c(OC)cc4c1[C@H](Cc1ccc(cc1)Oc1cc(ccc1O)C[C@H]3N(C)CC2)N(C)CC4	3.3	-0.5	-5
COC(=O)C1=C(c2ccc(F)cc2OCc2ccccc2)C[C@@H]2CC[C@H]1N2C(=O)NC(C)C	-1.4	-1.0	-5
COC(=O)C1=C(c2ccc(OC)c(OC)c2)C[C@@H]2CC[C@H]1N2C(=O)NCc1cc(C)oc1C(F)(F)F	-1.5	-0.8	-2
Cn1cc(C(=O)OCC(=O)NC2CCCC2)c2ccccc21	0.5	0.6	-6
COC(=O)C1=C(c2ccccc2OCc2ccccc2)C[C@@H]2CC[C@H]1N2C(=O)NC1CCN(Cc2ccccc2)CC1	-0.5	2.4	-9
COC(=O)C1=C(c2ccc(OC)c(OC)c2)C[C@@H]2CC[C@H]1N2C(=O)NCCOc1ccccc1Cl	-1.6	-0.5	-2
OCCCCO	1.0	-0.4	-1
O=C1C2C3CCC(O3)C2C(=O)N1c1cccc(F)c1 (configuration not stated)	-1.1	-1.9	-2
COC(=O)C1=C(c2cccc(OCc3ccccc3)c2)C[C@@H]2CC[C@H]1N2C(=O)NCc1ccc([N+](=O)[O-])cc1	1.2	1.3	-4
COC(=O)C1=C(c2ccc(Cl)c(C(F)(F)F)c2)C[C@@H]2CC[C@H]1N2C(=O)NCc1ccco1	-1.8	-1.6	-6
COC(=O)C1=C(c2ccc(F)cc2OCc2ccccc2)C[C@@H]2CC[C@H]1N2C(=O)NCc1ccc(OC)cc1	-0.9	1.6	-6
COC(=O)C1=C(c2ccc3ccccc3c2)C[C@@H]2CC[C@H]1N2C(=O)NCCO	0.8	0.2	-1
COc1ccc2c3c1O[C@H]1C(=O)CC[C@H]4[C@@H](C2)N(C)CC[C@]314	1.9	0.4	3
COc1ccc2c(c1O)-c1c(OC)c(OC)cc3c1[C@H](C2)N(C)CC3	-0.1	0.1	-3
COC(=O)C1=C(c2ccc(OCc3ccccc3)cc2)C[C@@H]2CC[C@H]1N2C(=O)NCc1ccc([N+](=O)[O-])cc1	1.4	1.9	-7
CC(=O)c1cccc(OCC(=O)N2CCN(CC(=O)Nc3cccc(F)c3)CC2)c1	0.3	1.3	-4
COC(=O)C1=C(c2ccccc2OCc2ccccc2)C[C@@H]2CC[C@H]1N2C(=O)NCc1ccc(C(C)(C)C)cc1	2.8	1.9	-7
CC(=O)O[C@H]1CC[C@@]2(C)C(=CC(=O)C3C2CC[C@@]2(C)C3C[C@H](OC(C)=O)[C@@H]2OC(C)=O)C1 (some centres not stated)	-0.3	0.6	-8
COC(=O)C1=C(c2cccc(OCc3ccccc3)c2)C[C@@H]2CC[C@H]1N2C(=O)NCc1ccc(Cl)cc1	2.6	0.9	-4

Going on with the list.
SMILES	OXTR ag	V1R ag counter	GalR3 antagonist
CCN(CC)C(=O)c1ccc(NC(=O)c2cccc(S(=O)(=O)N3CCN(Cc4ccccc4)CC3)c2)cc1	7.2	7.1	-2
COC1=C(OC)[C@]23CCc4ccc(OC)c(OC)c4[C@]2(CCN3C)CC1=O	-0.5	-0.7	-9
COC(=O)C1=C(c2cccc(C#N)c2)C[C@@H]2CC[C@H]1N2C(=O)NC1Cc2ccccc2C1	-1.3	-1.9	3
COC(=O)C1=C(c2ccc(Cl)c(C(F)(F)F)c2)C[C@@H]2CC[C@H]1N2C	2.1	0.7	-6
O=C1CN=C(c2ccccc2)c2cc(Cl)ccc2N1	-0.3	-0.2	-4
CCCNC(=O)N1[C@H]2CC[C@@H]1C(C(=O)OC)=C(c1ccc(OC(F)(F)F)cc1)C2	0.5	2.5	-4
CCN1C[C@]2(COC)CC[C@H](OC)[C@@]34C1[C@]1(OCO[C@@]15C[C@H](OC)[C@H]1C[C@@H]3[C@@H]5[C@H]1OC)[C@@H](O)[C@H]24	0.5	1.1	-3

Screening results as filed in PubChem.
